WRN inhibitor: WRN helicase (human) inhibition | AID 651768 | Q14191 | 360,000 compounds, 0.46% hits | WRN helicase unwinding, fluorescent forked duplex, kinetic | Potency, µM (series often up to 114 µM), without a hit: at the highest dose activity change, negative = inhibition, hits mostly inhibitors; further: potency means the concentration at half of the fitted maximal effect; on the % scale 0 is the no-effect control and ±100 the full control effect; nearly all actives have a fitted effect of over 55% in size
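Screening of the MLSMR collection measured strand separation of a quenched forked DNA duplex (100 nM) by 20 nM WRN with 2 mM ATP, all final. Compounds were preincubated with enzyme 15 min at room temperature.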
aSyn yeast inh: alpha-synuclein toxicity inhibition in yeast | Yeast expressing alpha-synuclein, growth rescue, BacTiter-Glo, 24 h | Potency, µM (top dose mostly 46.1 µM), without a hit: top-dose growth rescue (activation), actives largely listed as activators | 370,000 compounds, 0.14% hits | AID 652106; further: potency means the concentration at half of the fitted maximal effect; % of control where 0% means no effect; nearly all actives have a fitted effect of over 65% in size
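Rescue of yeast growth: cells expressing toxic alpha-synuclein, induced in galactose at OD600 0.02, incubated with compound 24 h at 30 C. ATP luminescence quantified growth; inhibitors of toxicity appear as activators.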
EPAC1 agonist: EPAC1 (human) agonism; O95398; EPAC1 agonist qHTS, biochemical assay; response scale: 100% = response to 6.5 mM cAMP; Potency, µM (series often up to 154 µM), without a hit: top-dose activation, hits mostly activators; 360,000 compounds, 0.073% hits; AID 720707; further: potency means the concentration at half of the fitted maximal effect; nearly all actives have a fitted effect of over 60% in size
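Normalized to 6.5 mM cAMP, activity reflects EPAC1-catalysed release of BODIPY-GDP from Rap1B, followed kinetically over 30 min at 480 nm excitation, 540 nm emission. Reaction contained 100 nM EPAC1, 250 nM Rap1B-BODIPY-GDP, 50 uM GDP.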
EPAC1 antagonist: EPAC1 (human) antagonism; EPAC1 GEF assay, Rap1b-BODIPY-GDP exchange fluorescence; Potency, µM (highest dose often 115 µM), inactives show at the highest dose activity change, negative = inhibition, most hits filed as inhibitors; 360,000 compounds, 0.14% hits; AID 720709;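 further: potency means the concentration at half of the fitted maximal effect; plate controls were vehicle for no effect and positive control for full effect; nearly all actives have a fitted effect of over 50% in size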
IL-2 act: activates IL-2 in a cell-based reporter assay; IL-2 activation reporter assay, cell-based qHTS; stimulated with anti-CD3/CD4/CD28 beads; in transgenic mouse T cells; activation, % (series mostly up to about 46 µM); 360,000 compounds, 0.065% hits; AID 652025; in the data active means activation above about 50%; inconclusive means mostly about 30% to 49%; further: 0% is about no effect
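Readout is EGFP and DsRed signal by fluorescent plate cytometry after 18 h at 37 degrees C. Transgenic mouse T cells (750/well) received compound for 60 min before bead stimulation (anti-CD3, anti-CD4, anti-CD28); memory T cells served as non-tolerant control.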
FUS yeast rescue: FUS proteinopathy suppression in yeast. S. cerevisiae FUS-expressing, growth rescue, OD600, 24 h. Potency, µM (titrated, usually from 76.6 µM), inactives show at the highest dose growth rescue (activation), actives largely listed as activators. 390,000 compounds, 0.24% hits;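 further: potency means the concentration at half of the fitted maximal effect; plate controls were DMSO vehicle for no effect and reference control for full effect; nearly all actives have a fitted effect of over 55% in size; some results filed as inactive show a strong effect at the top dose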
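Toxicity suppression screen in FUS-yeast. Cells induced with 2% galactose, starting OD 0.005, treated 24hr at 30C with compounds at multiple final concentrations; growth by OD600.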
Abeta rescue: compounds reversing amyloid beta toxicity in yeast; yeast expressing A-beta42, growth rescue, OD600, 48 h; response scale: 0% DMSO, 100% iron-clioquinol control; Potency, µM (highest dose often 46.1 µM), without a hit: top-dose growth rescue, actives largely listed as activators; 410,000 compounds, 0.063% hits; AID 1347071; further: potency means the concentration at half of the fitted maximal effect; nearly all actives have a fitted effect of over 55% in size
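Yeast A-beta toxicity model in growth medium with pinned compounds, 48 h at 30 C; growth read as absorbance at 600 nm. Normalized to FeCl3/clioquinol equimolar mix (positive) and DMSO (negative).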
PI5P4K alpha inh: PI5P4K alpha (human) kinase inhibition. P48426. PI5P4Kalpha enzyme, ADP-Glo luminescence, 60 min; hits give low values. max response, %. 330,000 compounds, 1.2% hits; active means max response of -50% or lower; inconclusive means between -30% and -50%; inactive means -30% or higher; further: value at the top dose of about 77 µM; on the % scale 0 is the no-effect control and ±100 the full control effect
Target sequence (P48426 whole entry, looked up): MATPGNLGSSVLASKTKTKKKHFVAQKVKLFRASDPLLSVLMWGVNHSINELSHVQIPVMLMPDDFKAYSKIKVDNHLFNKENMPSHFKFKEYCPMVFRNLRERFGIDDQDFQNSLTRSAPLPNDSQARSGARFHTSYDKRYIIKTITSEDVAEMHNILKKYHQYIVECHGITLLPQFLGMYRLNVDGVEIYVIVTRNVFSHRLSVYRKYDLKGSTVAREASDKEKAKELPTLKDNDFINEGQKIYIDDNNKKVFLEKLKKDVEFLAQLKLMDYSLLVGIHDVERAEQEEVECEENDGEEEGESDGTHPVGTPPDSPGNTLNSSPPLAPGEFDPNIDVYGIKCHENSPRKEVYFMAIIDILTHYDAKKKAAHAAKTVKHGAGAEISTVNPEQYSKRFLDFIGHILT
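Reactions run in 0.038 M HEPES pH 7.4, 0.28 mM EGTA, 0.1% CHAPS and 5% DMSO, with PI5P4Kalpha, substrate, compound and 5 microM ATP final, one hour at room temperature. Readout is ADP-Glo luminescence.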
PLK1 PBD inh: inhibitors of human PLK1 polo-box domain binding; P53350; Plk1 PBD binding of FITC phosphopeptide, fluorescence polarization; Potency, µM, for inactives: max response, negative = inhibition, hits mostly inhibitors; 360,000 compounds, 2.8% hits; AID 720504; further: potency means the concentration at half of the fitted maximal effect; series mostly up to about 57 µM; on the % scale 0 is the no-effect control and ±100 the full control effect; nearly all actives have a fitted effect of over 65% in size
Target sequence (P53350 whole entry, looked up, the tested form may be a part): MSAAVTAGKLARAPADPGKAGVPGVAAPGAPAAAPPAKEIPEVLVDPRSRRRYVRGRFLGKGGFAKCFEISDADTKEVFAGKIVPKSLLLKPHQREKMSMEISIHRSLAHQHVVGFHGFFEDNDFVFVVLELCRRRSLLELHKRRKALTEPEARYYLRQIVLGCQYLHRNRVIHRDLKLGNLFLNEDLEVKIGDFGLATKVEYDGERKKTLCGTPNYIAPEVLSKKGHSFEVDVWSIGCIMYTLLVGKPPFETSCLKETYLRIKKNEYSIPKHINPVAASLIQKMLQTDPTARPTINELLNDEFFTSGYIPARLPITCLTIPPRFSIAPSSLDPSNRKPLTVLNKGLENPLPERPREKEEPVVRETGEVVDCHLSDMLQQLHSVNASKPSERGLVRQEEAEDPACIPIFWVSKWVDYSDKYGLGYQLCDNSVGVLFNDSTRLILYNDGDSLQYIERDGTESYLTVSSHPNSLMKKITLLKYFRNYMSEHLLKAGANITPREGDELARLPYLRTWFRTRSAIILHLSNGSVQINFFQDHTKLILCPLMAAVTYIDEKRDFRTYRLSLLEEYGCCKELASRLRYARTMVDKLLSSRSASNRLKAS
Active calls of the source: *; u = inconclusive; x = not tested or not shown; [ ] = another dose, or the depositor's remark. Unless noted, the call rests on the fitted dose curve; in most records, active means well fitted curve in the direction sought with a large enough effect; inconclusive means small, poorly fitted or top-dose-only effect, or another doubt; inactive means no such curve, though single readings can be large; an effect the other way counts as inactive or inconclusive. An unsorted share of the library. Share with any hit: about 4.1%.

SMILES | WRN inhibitor | aSyn yeast inh | EPAC1 agonist | EPAC1 antagonist | IL-2 act | FUS yeast rescue | Abeta rescue | PI5P4K alpha inh | PLK1 PBD inh
CC(C)N1CCC(N2CCN(C/C=C/c3ccccc3)CC2CCO)CC1 (stereo not given) | 0% | -1% | 3% | -19% | -6.1 | 18% | 6% | -12 | -9%
Cc1ccc(C)c(CN2CCCN(C(=O)Cn3ncc4c3-c3ccccc3OC4)C2)c1 | -6% | 2% | 3% | -24% | -3.9 | 7% | 5% | 4 | -2%
CC(OC(=O)c1cccnc1Cl)C(=O)Nc1ccc2c(c1)OCCO2 (stereo not given) | 3% | 0% | -3% | 14% | -1.1 | 3% | 10% | 5 | -11%
CC1(NC(=S)Nc2ccc3ccccc3c2)CCS(=O)(=O)C1 (stereo not given) | 2% | -4% | -1% | 8% | -1.6 | 2% | 16% | 6 | -1%
O=C(NCCc1ccc(F)cc1)c1ccc2c(=O)n3c(nc2c1)CCC3 | -18% | -7% | -20% | -17% | -2.8 | -3% | 7% | 0 | -12%
CCc1ccccc1S(=O)(=O)c1c(C)cc(C)nc1Cl | -2% | 11% | 2% | 0% | 2.0 | -6% | 4% | 6 | -13%
COc1ccc2oc(C(=O)Nc3ccc(N4CCOCC4)cc3)c(C)c2c1 | u | -1% | 63µM* | u | 0.3 | 13% | 2% | -68* | -11%
O=C(N/N=C/c1ccc(OC(F)F)cc1OC(F)F)c1cccc(S(=O)(=O)N2CCOCC2)c1 | -2% | -4% | 10% | -14% | 0.1 | 31% | 18% | -4 | 2%
CCn1cc(CCCC(=O)NCc2ccccc2OC)c2ccccc21 | 0%[57.1 µM] | 11% | 2% | -4% | -1.0 | 24% | 0% | -1 | -5%
O=C(COC(=O)c1cc(S(=O)(=O)NCc2ccccc2)ccc1O)NCc1ccccc1 | -3% | 0% | 11% | -6% | 0.0 | 4% | -2% | 6 | -17%
COc1ccc(CN(Cc2ccc(OC)cc2)S(=O)(=O)c2ccc(-n3cnnn3)c(C)c2)cc1 | -8% | -5% | 14% | -5% | -0.5 | 26% | -12% | x | -6%
COC(=O)c1sc(S(=O)(=O)Nc2ccc(C)c(C)c2)c(C(=O)OC)c1C | -11% | u | -11% | -27% | 0.1 | 22% | -14% | 4 | -12%
Cc1cc(C(=O)N2CCCC(N3CCN(c4cccc(Cl)c4)CC3)C2)nn1C (stereo not given) | -12% | -3% | 1% | 15% | -2.3 | 21% | 9% | 6 | -2%
O=C(Nc1ccccc1)Nc1ccccc1C(=O)NCc1ccco1 | -1% | 1% | 15% | -27% | -2.6 | -13% | 10% | x | 1%
CCc1ccc(CN2CCC(N3CCC(C(=O)N4CCCC4)CC3)CC2)o1 | 0% | -5% | 1% | 8% | -2.0 | 23% | -1% | 2 | -6%
NC(=O)c1cc([N+](=O)[O-])ccc1NCc1cccnc1 | 0%[57.1 µM] | 4% | -8% | -19% | -0.1 | 1% | -4% | -7 | u
O=C(CCN1C(=O)C2CCCCC2C1=O)N1CCN(S(=O)(=O)c2ccccc2)CC1 (stereo not given) | -4% | 3% | -4% | 1% | -3.8 | -13% | 7% | 9 | 1%
CC1CCCCC1NC(=O)CSc1nnc(COc2ccccc2Cl)o1 (stereo not given) | 0% | 3% | -7% | 4% | 0.0 | 2% | 23% | x | 2%
COc1ccc(Cl)cc1NC(=O)CN(C)C(=O)c1cc(C)oc1C | 4% | -6% | 9% | -17% | -1.0 | -3% | 11% | -3 | 0%
O=C(O)Cc1c[nH]c2ccccc12 | -9% | -8% | -2% | -2% | -0.1 | -9% | -5% | 0 | 3%
COc1ccc(CCNC(=O)c2cc(COc3c(F)cccc3F)on2)c(OC)c1 | -17% | 6% | 1% | -16% | -2.9 | x | -10% | 0 | -2%
Cc1cc(C(=O)NCC(=O)OCC(=O)N2CCCCCC2)ccc1[N+](=O)[O-] | -12% | 2% | 2% | 1% | -0.2 | 6% | 9% | 2 | 1%
CCN(C(=O)CSc1nnc(-c2ccncc2)o1)c1ccccc1 | 2% | -4% | 1% | 8% | -1.5 | 12% | -22% | -1 | -23%
CC(=O)N[C@@H](C)C(=O)N1CCC(n2nccc2NC(=O)CCCc2ccccc2)CC1 | -2% | 6% | 1% | 9% | -3.6 | -3% | -2% | -1 | -3%
Cc1ccc(S(=O)(=O)N2CCCCC2)cc1NC(=O)c1ccccc1Cl | -12% | -1% | 1% | -10% | -0.3 | 11% | 0% | -3 | -9%
Next part:
SMILES | WRN inhibitor | aSyn yeast inh | EPAC1 agonist | EPAC1 antagonist | IL-2 act | FUS yeast rescue | Abeta rescue | PI5P4K alpha inh | PLK1 PBD inh
Fc1ccccc1Cc1ccc(Cl)nn1 | 3% | -7% | -13% | -10% | 2.0 | -7% | -2% | 9 | -3%
Cc1cc(C)c(C(=O)CN2C(=O)NC3(CCCCCC3)C2=O)cc1C | -16% | -1% | -1% | 2% | -0.3 | 7% | -17% | -9 | -16%
Cc1cc2ncn(C(=O)c3c(-c4ccccc4Cl)noc3C)c2cc1C | -5% | 13% | 10% | -10% | -2.1 | 8% | 5% | 3 | -12%
c1csc(CNc2nc(-c3cccs3)nc3ccccc23)c1 | -13% | -8% | 4% | -17% | -1.2 | 4% | -6% | -4 | -1%
Cc1nc(C)c(C(=O)C2=C(O)C(=O)N(CCN3CCOCC3)C2c2cccs2)s1 (stereo not given) | 3% | 0% | -3% | 5% | -4.6 | 5% | -1% | -21 | -7%
CC1CC(C)CN(C(=O)C2CC(=O)N(c3ccc(F)cc3)C2)C1 (stereo not given) | 2% | 8% | 4% | 11% | 1.3 | 0% | -1% | 0 | -7%
COc1ccc(NC(=O)c2cccc(S(=O)(=O)N3CCc4ccccc43)c2)c(OC)c1 | -3% | 2% | -1% | 4% | -1.3 | u | 3% | 3 | -1%
CC(C)(C)OC(=O)N(Cc1ccccc1)Cc1ccc(OCc2cccc(NC(=O)c3ccccc3)c2)cc1 | -5% | 0% | 10% | -6% | -0.7 | 27% | 6% | 2 | -14%
Cc1cccc(NC(=O)COC(=O)c2ccc([N+](=O)[O-])o2)c1C | -1% | -12% | 3% | -14% | 0.7 | -3% | -85%[inhibitor] | -10 | -12%
CC(C)n1c(-c2cccnc2)nc2cnccc21 | 4% | 0% | 1% | -20% | -0.8 | 18% | -6% | 3 | -6%
O=C(CSc1nnc(-c2cccs2)n1Cc1ccccc1)N1CCc2ccccc2C1 | -6% | -25% | 8% | -10% | -2.3 | 29% | -46%[inhibitor] | 1 | -7%
CCC(C)NC(=O)c1cnn2c(C)c3c(nc12)CCCC3 (stereo not given) | -22% | 20% | 0% | 15% | -2.5 | u | -15% | x | -3%
O=C1CC(c2ccco2)CC(O)=C1C=Nc1cc(Cl)ccc1O (stereo not given) | u | -2% | 5% | -12% | 3.1 | 36% | 5% | -19 | -24%
COCCNC(=O)C1Cc2c(ccc3ccccc23)O1 (stereo not given) | 7% | 6% | -6% | 2% | -3.7 | -21% | -4% | 1 | -19%
COc1ccccc1C(=O)Nc1ccnn1C1CCN(C(=O)C2CCOC2)CC1 (stereo not given) | 8% | -4% | 2% | -2% | -2.4 | -11% | 7% | -10 | u
NC(=S)N=Nc1c(O)[nH]c2c(Br)cc(Br)cc12 | -11% | -4% | -6% | -10% | -0.4 | 4% | -20% | -17 | -22%
Cc1ccc(S(=O)(=O)NC(CC(C)C)C(=O)N2CCCC2)cc1 (stereo not given) | -15% | 0% | -21% | -7% | 0.9 | u | 3% | -6 | -3%
CC(C)N1CCN(CC#Cc2ccccc2)CC1CCO (stereo not given) | -1% | 1% | -11% | u | -0.2 | -9% | -9% | 2 | 1%
O=C(COc1ccc2c(c1)C(=O)CC1(CCCCC1)O2)NCc1ccccn1 | -6% | 0% | 6% | 0% | 0.5 | 17% | 0% | x | -2%
Cc1nccn1CC(O)COc1ccc([N+](=O)[O-])cc1 (stereo not given) | 3% | 1% | 7% | 5% | 0.3 | -12% | -8% | 1 | 0%
CCn1cc(C2=NC(C)CO2)c2ccccc21 (stereo not given) | -4% | -2% | 7% | -5% | -2.8 | -7% | 5% | x | -4%
CC1(C)CC(=O)C2=C(C1)N(Cc1cccnc1)C(=O)C2(NC(=O)c1ccc(F)cc1)C(F)(F)F (stereo not given) | -4% | -4% | -11% | -3% | -2.3 | 0% | 25% | 0 | -3%
O=c1cc(N2CCCCC2)c(-c2ccccc2)nn1Cc1c(Cl)cccc1Cl | 1% | 8% | -1% | -26% | -3.4 | 9% | -15% | -21 | 27µM*
NS(=O)(=O)c1cc2c(cc1Cl)NC(CSCc1ccccc1)=NS2(=O)=O | -7% | -1% | 1% | -8% | 0.0 | -3% | -3% | -2 | -2%
O=C(O)CCn1c(SCCOc2ccccc2)nc2ccccc21 | 6% | -7% | 5% | -4% | 0.2 | -10% | -5% | 1 | -8%
CCOC(=O)N1CCN(c2cc3[nH]c(=S)[nH]c3cc2F)CC1 | 13% | 1% | 5% | 7% | 0.5 | 41% | -1% | x | -13%
CC1C(=O)Nc2ccc(S(=O)(=O)N3CCc4ccccc4C3)cc2NC1=O (stereo not given) | -2% | -1% | 7% | 2% | -5.4 | 10% | -5% | -10 | 1%
O=C(O)c1cccc(NC(=O)c2ccc(CN3C(=O)c4ccccc4C3=O)cc2)c1 | -14% | -4% | 3% | -26% | 0.0 | 20% | 3% | -11 | -13%

Quoted from the listing.
WRN inhibitor with O=C(O)CCn1c(SCCOc2ccccc2)nc2ccccc21 stands at 6%
aSyn yeast inh with Cc1nccn1CC(O)COc1ccc([N+](=O)[O-])cc1 (stereo not given) stands at 1%
